Assay outcomes deposited in PubChem by National Center for Advancing Translational Sciences (NCATS).
D2 agonist – HTS Assay for Allosteric Agonists of the Human D2 Dopamine Receptor: Primary Screen for Agonists. actives 0.53% (n = 340,000). HEK293 T-REx D2 cells, calcium flux agonist mode. D(2) dopamine receptor (Homo sapiens), P14416. activation, % at 2 µM;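 active = activation over 3 SD above normal in the single-dose calcium agonist read, cut at about 30% in these data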; also: 0% is about no effect
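Calcium-flux readout, 1 cycle/sec over 180 s following compound pin transfer, in inducible HEK293 Trex D2 cells (force-coupled); dopamine controls included. Positive calcium responses during this window marked compounds as potential agonists.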
D1 agonist – Allosteric Agonists of the Human D1 Dopamine Receptor: qHTS; HEK293 T-REx D1 cells, calcium flux, agonist mode; actives 1% (n = 360,000); D(1A) dopamine receptor (Homo sapiens), P21728; activation, % at 2 µM; also: 0% is about no effect
Target sequence (P21728 whole entry, looked up): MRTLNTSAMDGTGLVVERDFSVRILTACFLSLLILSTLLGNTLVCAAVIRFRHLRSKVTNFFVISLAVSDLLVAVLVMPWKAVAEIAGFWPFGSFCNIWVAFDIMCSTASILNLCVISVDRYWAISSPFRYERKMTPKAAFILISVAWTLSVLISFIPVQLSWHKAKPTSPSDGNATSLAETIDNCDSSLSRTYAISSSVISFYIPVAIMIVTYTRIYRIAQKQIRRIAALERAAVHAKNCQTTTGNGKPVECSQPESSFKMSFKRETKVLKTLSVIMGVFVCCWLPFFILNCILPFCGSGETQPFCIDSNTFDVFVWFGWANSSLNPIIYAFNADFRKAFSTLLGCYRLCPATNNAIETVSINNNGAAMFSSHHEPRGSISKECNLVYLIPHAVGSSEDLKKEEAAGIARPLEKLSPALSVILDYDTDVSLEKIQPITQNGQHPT
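Inducible HEK293 T-REx D1 cells, force-coupled to calcium signalling, were plated at 4000 cells/well with tetracycline and held overnight at 30 C. After no-wash calcium dye loading, compound-evoked calcium rise over 180 s flagged agonists.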
RXFP1 antag – qHTS Assay for Antagonists of the Relaxin Receptor RXFP1 | Relaxin receptor 1 (Homo sapiens), Q9HBX9 | HEK293-RXFP1, relaxin-stimulated cAMP HTRF, 30 min; hits give low values | activity change, negative = inhibition, % at 57.5 µM | actives 0.59% (n = 350,000);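 active = activity change of -60% or lower, but not beyond a set lower limit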; also: % is scaled to controls: 0 for no effect and ±100 for the full control effect
D2 potentiator – HTS Assay for Positive Allosteric Modulators of the Human D2 Dopamine Receptor: Primary Screen for Potentiators | actives 0.34% (n = 340,000) | potentiation, % at 10 µM | HEK293 T-REx D2, calcium flux, EC20 dopamine potentiation | D(2) dopamine receptor (Homo sapiens), P14416;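 active = potentiation over 3 SD above the plate norm, cut at about 30% in these data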; also: 0% is about no effect
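Primary screen. Calcium kinetics in induced HEK293 T-REx D2 cells: compound pre-addition 180 s, EC20 dopamine, 180 s more.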
TRHR agonist – qHTS for Small Molecule Agonists and Allosteric Enhancers of Human TRH Receptor: Primary Screen for Agonists | Thyrotropin-releasing hormone receptor (Homo sapiens), P34981 | TRHR cells, calcium flux fluo-8, FDSS agonist mode | activation, % at 2 µM | actives 0.18% (n = 360,000); also: 0% is about no effect
Target sequence (P34981 whole entry, looked up): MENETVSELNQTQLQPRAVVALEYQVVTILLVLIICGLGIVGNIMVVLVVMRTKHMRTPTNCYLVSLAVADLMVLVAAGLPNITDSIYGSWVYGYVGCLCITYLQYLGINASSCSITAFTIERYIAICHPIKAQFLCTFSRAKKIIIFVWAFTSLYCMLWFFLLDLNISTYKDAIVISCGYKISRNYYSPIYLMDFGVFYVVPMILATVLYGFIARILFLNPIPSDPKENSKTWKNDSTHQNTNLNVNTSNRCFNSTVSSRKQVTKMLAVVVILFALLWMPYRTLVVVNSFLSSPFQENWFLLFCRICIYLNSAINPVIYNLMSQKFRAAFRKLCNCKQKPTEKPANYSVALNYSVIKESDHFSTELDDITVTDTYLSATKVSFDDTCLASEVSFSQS
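Fluo-8-loaded TRHR cells; 10 s baseline, compound added, kinetic Ca2+ fluorescence read 1/s, agonist mode.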
D2 antagonist – HTS Assay for Allosteric Antagonists of the Human D2 Dopamine Receptor: Primary Screen for Antagonists; actives 2% (n = 340,000); HEK293 TREx D2 cells, calcium flux, dopamine EC80; AID 485344, 2010; D(2) dopamine receptor (Homo sapiens), P14416; inhibition, % at 10 µM; in the data active = inhibition above about 30%; also: 0% is about no effect
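Measurement of antagonist activity uses fluorescent calcium dye in inducible HEK293 T-REx D2 cells: 10 s baseline, compound addition with 180 s read, EC80 dopamine addition with a further 180 s read.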
D1 potentiator – Potentiators of Human D1 Dopamine Receptor: qHTS; actives 0.036% (n = 360,000); potentiation, % at 10 µM; HEK293 TREx D1 cells, calcium flux, dopamine EC20 potentiation; D(1A) dopamine receptor (Homo sapiens), P21728; in the data active = potentiation above about 30%; also: 0% is about no effect
TRHR PAM – qHTS for Small Molecule Agonists and Allosteric Enhancers of Human TRH Receptor: Primary Screen for Enhancers; Thyrotropin-releasing hormone receptor (Homo sapiens), P34981; AID 493056, 2011; enhancement, % at 2 µM; actives 0.66% (n = 360,000); TRHR cells, fluo-8 calcium fluorescence, EC20 TRH enhancement; in the data active = enhancement above about 30%; also: 0% is about no effect
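TRHR-expressing cells loaded with fluo-8 calcium dye were read kinetically (ex 480/em 530) during compound addition, then stimulated with an EC20 of TRH (10 nM final). Enhancement of the Gq-mediated intracellular calcium response was scored.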
D1 antagonist – Antagonist of Human D 1 Dopamine Receptor: qHTS. AID 504652, 2011. D(1A) dopamine receptor (Homo sapiens), P21728. activity change, negative = inhibition, % at 10 µM. actives 3.2% (n = 360,000). HEK293 TREx D1 cells, calcium flux, dopamine EC80; hits give low values; in the data active = activity change below about -30%; also: % is scaled to controls: 0 for no effect and ±100 for the full control effect
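Allosteric or orthosteric antagonism assessed as attenuation of the calcium response to EC80 dopamine, added 180 s after compound, in induced HEK293 Trex D1 cells loaded with no-wash calcium dye.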
An asterisk follows results filed as active; . = no result given. Rule as the data show it, unless noted: active = activation above about 30%; inactive = the rest.

SMILES	D2 agonist	D1 agonist	RXFP1 antag	D2 potentiator	TRHR agonist	D2 antagonist	D1 potentiator	TRHR PAM	D1 antagonist
COc1ccc(C/C(C)=N/NC(=O)c2cccnc2)cc1	-0.7	3	-1	-3	-0.1	8	-6	-2	-14
CCOc1ccc(CN2CCN(Cc3c(C)nn(CC)c3C)CC2CCO)cc1 (stereo not drawn)	.	2	5	-9	0.1	19	-4	-4	-21
COc1ccc(C(=O)Nc2nnc(-c3cccs3)s2)cc1	-1.3	2	-9	12	1.2	-4	-3	1	-2
CCN(CC)S(=O)(=O)c1ccc(-n2c(=O)c(C(C)C)c(C)n2C)cc1	1.2	5	-15	6	0.0	-9	-3	-10	-19
CC(=O)NNC(=O)c1nc(-c2ccccc2)c(C)o1	-1.4	2	3	-3	0.0	-5	-2	5	4
COC(=O)c1ccc(N2CCC(C)CC2)c(N)c1	0.1	4	2	0	-0.4	0	-1	-3	3
CSc1ncc(CN2CCN(CCC(C)C)C(CCO)C2)cn1 (stereo not drawn)	1.0	0	14	-10	0.9	-9	4	-2	7
Cc1oc2ncnc(N3CCOCC3)c2c1C(=O)N(Cc1ccccc1)C(C)C	.	1	-5	0	0.6	.	-2	20	2
COc1ccc(N(CC(=O)Nc2ccc(C)cc2C)S(=O)(=O)c2c(C)n[nH]c2C)cc1	0.1	2	-2	4	-0.6	12	0	-15	-1
O=C(CNC(=O)c1ccc(F)cc1)Nc1ccccc1C(F)(F)F	-0.7	1	8	-4	0.7	8	-1	6	3
COc1ccc(C(=S)N2CCCC2)cc1	-0.2	10	4	43*	0.4	-27	-6	8	10
CCCc1cc(=O)oc2c3c(cc(OCC(=O)NCCN4CCOCC4)c12)OC(C)(C)CC3	0.2	-1	.	-11	0.6	17	-2	-15	-7
C/C(CCc1ccc2c(c1)OCO2)=N\NC(=O)c1ccccc1	-0.1	1	-7	1	0.3	-1	-2	0	-2
O=C(CSc1ccc(Cl)cc1)Nc1cccc(-c2nc3ccccc3[nH]2)c1	0.6	3	.	11	0.7	0	-4	-1	-1
COc1ccc(/C=N/Nc2ncc(Br)cn2)c(OC)c1	1.3	1	0	4	-0.3	-37	0	1	4
CN(CC(=O)Nc1ccccc1Cl)C(=O)COC(=O)CCN1C(=O)C2CC=CCC2C1=O (stereo not drawn)	-0.7	1	-12	-2	0.0	3	-9	-9	7
O=C(c1ccc(S(=O)(=O)N2CCCCCC2)cc1)N1CCC(CN2C(=O)c3cccc4cccc(c34)C2=O)CC1	0.8	2	-39	9	0.6	-11	8	2	-5
CCc1nn(CC(=O)Nc2ccc(NC(C)=O)cc2)c(=O)c2cc3sccc3n12	-0.3	0	-6	2	0.0	.	0	-2	-13
O=C1C2C3c4ccccc4C(c4ccccc43)[C@@H]2c2nc3ccccc3n21 (stereo partly drawn)	0.1	5	-6	8	1.7	-4	-6	-1	-9
O=c1cc(N2CCN(c3ccccc3)CC2)[nH]c(=O)n1C1CCCCC1	-0.5	4	2	-8	0.6	-6	17	-2	15
CCn1ccnc1CN(C)Cc1cn(-c2cc(C)ccc2C)nc1-c1ccccc1	1.7	20	-13	-1	-0.5	-13	0	-4	9
CC1=CC(=O)C2=C(C)CC[C@@H]3[C@H](OC(=O)[C@H]3C)[C@@H]12	-0.2	2	.	11	0.0	0	-1	-3	-9
Cc1cc(NC(=O)c2ccc(F)c(S(=O)(=O)N3CCCCC3)c2)no1	-1.2	2	-1	-1	-0.2	0	-3	1	0
Cc1nc(C)c(C(=O)NNS(=O)(=O)c2ccccc2)s1	1.2	2	-11	6	0.5	1	-7	-5	-4
Cc1cc(-c2n[nH]c(=S)n2/N=C/c2cc([N+](=O)[O-])ccc2Cl)n[nH]1	-0.2	0	-2	-1	-0.2	24	0	11	7
Cc1cc(NC(=O)C2CC(=O)N(c3ccccc3Cl)C2)no1 (stereo not drawn)	.	3	1	.	0.3	.	-1	10	-2
O=C(O)CN1C(=O)c2ccc(C(=O)c3ccccc3)cc2C1=O	0.3	2	1	0	0.7	-3	1	-1	6
O=C(CCCOc1ccc(Cl)cc1Cl)N/N=C/c1ccco1	-0.1	0	-15	5	2.1	-13	-4	2	-5
O=C(Cc1ccccc1F)NCC(c1ccco1)N1CCCCC1 (stereo not drawn)	2.4	0	1	-3	-0.8	5	-7	-8	-5
Cc1[nH]c(C)c(S(=O)(=O)N2CCCCC2)c1C(=O)N1CCCCC1	0.4	1	15	3	0.4	20	-1	13	8
CN(C)CCNC(=O)/C(=C/c1ccc(-c2cccc([N+](=O)[O-])c2)o1)NC(=O)c1ccccc1	0.2	3	5	-9	0.7	1	-2	-1	-11
CC(C)OCCCn1c(=S)[nH]c2ncccc2c1=O	-0.8	1	-21	13	0.0	4	1	-1	0
O=C(Nc1cccs1)Nc1cccnc1Cl	-2.5	12	1	-5	-0.7	37*	0	-9	-5
CC(c1ccccc1)C1OCC(C[N+]2(C)CCCCC2)O1 (stereo not drawn)	-0.2	2	-7	1	-0.8	7	-1	2	-15
CCOc1ccc(NC(=O)CC2C(=O)N(c3ccccc3)C(=O)N2C2CCCC2)cc1 (stereo not drawn)	0.5	3	.	0	0.6	.	0	2	3
COCCNC(=O)CN1N=C(c2ccc(C)cc2)CCC1=O	0.4	1	3	3	0.0	0	-5	0	-14
COc1cc(OC)cc(C(=O)Nc2c(F)cccc2F)c1	-0.5	-1	-1	-1	-0.4	.	2	6	-16
O=C(NCCc1ccc(Cl)cc1)C1CCN(S(=O)(=O)c2cccs2)CC1	0.2	8	-10	-4	0.0	16	-1	-10	-6
O=C(CCC1CCCN(Cc2ccc3c(c2)OCCO3)C1)NCc1ccccc1F (stereo not drawn)	0.3	1	-1	-1	0.0	0	-9	0	7
CCN(c1ccc(OCC(=O)OCC(=O)c2c(N)n(C)c(=O)n(C)c2=O)cc1)S(=O)(=O)c1ccccc1	3.2	8	-18	9	2.0	7	-2	0	-8
O=C(NNC(=O)c1csc(-c2cccnc2)n1)Nc1ccc(Cl)cc1	-1.0	3	.	-18	0.4	7	-1	2	-13
CN1CCN(c2ncc3c(n2)CCN(Cc2ccccc2Cl)C3)CC1	0.7	8	-8	-10	0.1	.	-1	7	-18
Cn1ncc2c(Nc3ccccc3Br)ncnc21	0.5	-2	-7	9	-0.2	-1	5	-6	-10
Cc1cccn2c(=O)nc(SCC(=O)N3CC(C)OC(C)C3)nc12 (stereo not drawn)	0.6	1	0	-3	0.2	-17	-2	-8	-11
C#CCSc1nnc(-c2ccc(O)cc2)o1	-0.4	7	0	-5	-0.3	-3	12	-5	-16
COC(=O)c1c(NC(=O)/C=C/C(=O)O)sc(C)c1-c1ccc(C)c(C)c1	-0.7	-1	2	13	-0.6	-14	-2	7	-3
OCc1ccc(O)c2ncccc12	0.4	-2	-14	7	-0.4	-7	1	-5	10
Cc1[nH]c(=O)[nH]c1CN1CCCCC1	0.9	3	.	-5	0.6	-5	5	1	-2
COc1ccc(CCNC(=O)COc2ccc(-c3ccc(C#N)cc3)cc2)cc1	2.2	3	4	7	1.1	11	-5	-4	-21
Cc1ccc(S(=O)(=O)N2CCN(c3ccc(N4CCOCC4)nn3)CC2)cc1[N+](=O)[O-]	-0.3	1	-2	-6	-0.6	-7	-6	9	-15
CCN1CCN(c2ccc(S(=O)(=O)N3CCCCC3)cc2NC(=O)/C=C/c2ccc(F)cc2)CC1	-0.5	11	-11	0	-0.5	4	-6	0	-2
Cn1c(CNC(=O)c2cccs2)n[nH]c1=S	0.2	3	.	-15	-0.1	-8	-8	5	31
COc1ccc(NC(=O)C(=O)NCCCn2ccnc2)cc1	1.5	0	13	-2	0.1	-22	-4	-2	-10
Cc1ccc(-c2cn3c(n2)sc2cc(C(=O)NCCC4=CCCCC4)ccc23)cc1	0.5	-2	-3	6	0.2	.	-5	17	-13
CCCCC(=O)N1CCN(c2nc3ccc(OCC)cc3s2)CC1	0.8	16	-1	-1	-0.8	-5	-2	-2	-9

Part of the list above in order of molar mass, ascending:
SMILES	D2 agonist	D1 agonist	RXFP1 antag	D2 potentiator	TRHR agonist	D2 antagonist	D1 potentiator	TRHR PAM	D1 antagonist
OCc1ccc(O)c2ncccc12	0.4	-2	-14	7	-0.4	-7	1	-5	10
Cc1[nH]c(=O)[nH]c1CN1CCCCC1	0.9	3	.	-5	0.6	-5	5	1	-2
C#CCSc1nnc(-c2ccc(O)cc2)o1	-0.4	7	0	-5	-0.3	-3	12	-5	-16
Cn1c(CNC(=O)c2cccs2)n[nH]c1=S	0.2	3	.	-15	-0.1	-8	-8	5	31
COc1ccc(NC(=O)C(=O)NCCCn2ccnc2)cc1	1.5	0	13	-2	0.1	-22	-4	-2	-10
Cn1ncc2c(Nc3ccccc3Br)ncnc21	0.5	-2	-7	9	-0.2	-1	5	-6	-10
CCCCC(=O)N1CCN(c2nc3ccc(OCC)cc3s2)CC1	0.8	16	-1	-1	-0.8	-5	-2	-2	-9
Cc1cccn2c(=O)nc(SCC(=O)N3CC(C)OC(C)C3)nc12 (stereo not drawn)	0.6	1	0	-3	0.2	-17	-2	-8	-11
CN1CCN(c2ncc3c(n2)CCN(Cc2ccccc2Cl)C3)CC1	0.7	8	-8	-10	0.1	.	-1	7	-18
COC(=O)c1c(NC(=O)/C=C/C(=O)O)sc(C)c1-c1ccc(C)c(C)c1	-0.7	-1	2	13	-0.6	-14	-2	7	-3
O=C(NNC(=O)c1csc(-c2cccnc2)n1)Nc1ccc(Cl)cc1	-1.0	3	.	-18	0.4	7	-1	2	-13
COc1ccc(CCNC(=O)COc2ccc(-c3ccc(C#N)cc3)cc2)cc1	2.2	3	4	7	1.1	11	-5	-4	-21
O=C(NCCc1ccc(Cl)cc1)C1CCN(S(=O)(=O)c2cccs2)CC1	0.2	8	-10	-4	0.0	16	-1	-10	-6
Cc1ccc(-c2cn3c(n2)sc2cc(C(=O)NCCC4=CCCCC4)ccc23)cc1	0.5	-2	-3	6	0.2	.	-5	17	-13
CCN1CCN(c2ccc(S(=O)(=O)N3CCCCC3)cc2NC(=O)/C=C/c2ccc(F)cc2)CC1	-0.5	11	-11	0	-0.5	4	-6	0	-2
